From PubChem BioAssay
PfHsp90 set2: growth inhibition of yeast expressing Plasmodium Hsp90; 310,000 tested, 0.32% active; S. cerevisiae expressing PfHsp90, BacTiter-Glo ATP, 48 h; yeast lacking PDR1 and PDR3 efflux regulators; AID 504621; inhibition, % at 9.4 µM;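 active means every replicate shows inhibition above about 80%, whatever the replicate mean, limit read from the data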;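 further: 0% = DMSO neutral controls and 100% = 20 µM radicicol positive controls; yeast relying on Plasmodium falciparum Hsp90 in place of its own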
Mot1-301 SUMO: blocks SUMOylation pathway, rescuing yeast Mot1-301 growth; 320,000 tested, 1% active; S. cerevisiae Mot1-301 growth rescue, ATP luminescence, 38.5C; percent above DMSO median, 100 means doubled; AID 2716; growth rescue, % at 18.8 µM;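 active means every valid replicate shows activation above 250% relative to neutral control wells; inactive means the rest, any valid replicate at or below 250%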;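 further: OY570 slx delta 5 strain wells were the positive control but not used for scaling; some compounds called inactive have numbers as strong as hits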
Keap1-Nrf2 PPI: Keap1-Nrf2 (human) interaction inhibition; inhibition, % at 9.4 µM; 340,000 tested, 0.15% active; Q14145; AID 504523; Keap1 Kelch-Nrf2 peptide fluorescence polarization, 1536-well; in the data active means inhibition above about 12%;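 further: human Keap1 Kelch domain with fluorescein labeled Nrf2 9mer peptide probe; 0% = neutral control wells and 100% = peptide positive control; higher means more block of Keap1 binding to Nrf2 peptide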
RTF Ca sens inh: cardiac RTF calcium desensitization; AID 493244; IANBD-labeled cardiac RTF, Ca2+ fluorescence; P19429+P45379; inhibition, % at 7.15 µM; 340,000 tested, 0.12% active;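 active means inhibition above the mean inhibition of all tested compounds plus 3 SD, cut at about 17% in these data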;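 further: assay run at fixed EC70 calcium of 1.6 mM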
CDK5 inh: inhibitors of human CDK5/p35 kinase; Recombinant CDK5/p35, ADP-Glo luminescence, 60 min; Q00535+Q15078; inhibition, % at 10 µM; 330,000 tested, 0.01% active; AID 488839;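 active means highest replicate inhibition of at least 50% and at least 75% of replicates reaching 50%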;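 further: plate controls were DMSO neutral control for no effect and GW8510 at 10 µM for full effect; many of its hits are not listed in these tables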
Target sequence (Q00535 whole entry, looked up): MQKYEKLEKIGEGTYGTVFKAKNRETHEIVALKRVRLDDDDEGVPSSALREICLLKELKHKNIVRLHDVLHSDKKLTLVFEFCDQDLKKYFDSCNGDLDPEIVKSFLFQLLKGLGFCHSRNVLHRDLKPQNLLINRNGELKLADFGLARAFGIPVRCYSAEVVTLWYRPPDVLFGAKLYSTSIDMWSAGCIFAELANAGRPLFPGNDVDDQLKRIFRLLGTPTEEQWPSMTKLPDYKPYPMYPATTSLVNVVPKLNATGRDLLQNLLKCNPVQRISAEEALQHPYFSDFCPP
Target sequence (Q15078 whole entry, looked up): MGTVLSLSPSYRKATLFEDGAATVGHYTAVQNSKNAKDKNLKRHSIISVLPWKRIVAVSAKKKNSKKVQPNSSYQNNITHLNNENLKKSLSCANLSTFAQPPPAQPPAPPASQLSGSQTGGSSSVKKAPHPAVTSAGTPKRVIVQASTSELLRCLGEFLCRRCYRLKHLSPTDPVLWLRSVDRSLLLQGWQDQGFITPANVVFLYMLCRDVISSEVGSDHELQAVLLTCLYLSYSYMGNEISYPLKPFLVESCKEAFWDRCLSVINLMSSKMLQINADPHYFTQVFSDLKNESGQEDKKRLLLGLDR
Rtt109 HAT inh: C. albicans Rtt109 histone acetyltransferase inhibition. Q5AAJ8. purified Rtt109/Vps75, ThioGlo CoA-SH fluorescence, 4 h. inhibition, % at 34.9 µM. 330,000 tested, 0.16% active. AID 540336;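 active means inhibition of at least 50% in every replicate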
cardiac RTF act: increases calcium sensitivity of human cardiac regulated thin filaments | 340,000 tested, 0.24% active | activation, % at 7.2 µM | IANBD-labeled TnC RTF fluorescence at EC20 calcium; 0% EC20 calcium, 100% full calcium;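 active means activation above the mean over all tested compounds plus 3 SD, cut at about 30% in these data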;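 further: rise in fluorescence read as greater calcium sensitivity of cardiac thin filaments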
dFosB act: enhances mouse delta FosB homodimer DNA binding; purified delta FosB, TAMRA-CDK5 oligo fluorescence polarization; percent of positive-control signal above neutral wells; AID 493131; P13346; activation, % at 25 µM; 340,000 tested, 0.99% active;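 active means mean activation above about 17%, with every replicate also reaching it, limit read from the data, passing the limit was not always enough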;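 further: fluorescence polarization rise as delta FosB binds a TAMRA Cdk5 AP-1 oligo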
Target sequence (P13346 whole entry, looked up): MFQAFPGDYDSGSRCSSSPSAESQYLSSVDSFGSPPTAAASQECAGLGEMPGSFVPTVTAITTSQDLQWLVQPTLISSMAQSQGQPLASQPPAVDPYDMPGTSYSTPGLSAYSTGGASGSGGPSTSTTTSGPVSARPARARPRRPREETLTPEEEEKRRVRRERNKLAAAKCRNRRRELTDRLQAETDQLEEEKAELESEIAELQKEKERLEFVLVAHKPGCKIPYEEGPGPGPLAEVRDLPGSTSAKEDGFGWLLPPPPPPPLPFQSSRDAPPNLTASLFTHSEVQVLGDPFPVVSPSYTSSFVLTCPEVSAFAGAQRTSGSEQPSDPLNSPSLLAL
PvdQ acylase: blocks Pseudomonas aeruginosa PvdQ acylase activity; 340,000 tested, 0.063% active; purified PvdQ acylase, fluorescence plate reader; inhibition, % at 10 µM; AID 488965; in the data active means inhibition above about 30%, passing the limit was not always enough;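 further: 0% = vehicle neutral wells and 100% = reference inhibitor wells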
LANA DNA inh: blocks KSHV LANA C-terminal domain binding to DNA; MBP-C-LANA/FAM-LBS DNA binding, fluorescence polarization; inhibition, % at 9 µM; 340,000 tested, 0.078% active; AID 504423;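 active means highest replicate inhibition at or above 60% at 9 µM, even if other replicates fall short; inactive means all replicates below 60% inhibition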;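 further: 0% = neutral control wells and 100% = 4 µM acridine orange control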
NSD2 HMT inh: NSD2 (human) methyltransferase inhibition; O96028; NSD2 peptide methylation, AlphaScreen, 120 min; inhibition, % at 12.5 µM; 310,000 tested, 0.54% active; AID 743445; in the data active means inhibition above about 50%
Active calls of the source: *; / = no result given.

molecule,PfHsp90 set2,Mot1-301 SUMO,Keap1-Nrf2 PPI,RTF Ca sens inh,CDK5 inh,Rtt109 HAT inh,cardiac RTF act,dFosB act,PvdQ acylase,LANA DNA inh,NSD2 HMT inh
O=C(c1ccccc1)N(C(=O)c1ccccc1)N1CCCC1,-20,/,-1,1,-1.4,-8,-3,-2,2,-1.8,-1
O=C(CSc1nnc(CNC(=O)c2c(F)cccc2Cl)o1)NCc1ccccc1,2,-3,-4,-5,1.7,3,-1,-3,4,0.5,-6
Cc1ccc(-c2nnnn2CS(=O)(=O)c2ccccc2)cc1,6,1,2,-20,-0.6,2,2,0,1,1.2,0
COc1ccc(-c2nc(CS(=O)CC(=O)NC3CCC(C)CC3)c(C)o2)cc1OC (configuration not stated),-15,262,2,-6,-3.2,16,-4,-8,1,-0.4,4
O=C(Nc1ccc(Cl)cn1)c1cccc(F)c1,-8,-2,0,-4,1.1,-7,-1,2,8,0.6,-1
COc1cccc(CCNC(=O)CCCC(=O)c2ccccc2)c1,-24,1,-3,-10,-0.5,2,-1,-2,-15,0.6,0
O=C(CCCN1C(=O)S/C(=C\C=C\c2ccccc2)C1=O)Nc1ccc(O)cc1,7,-10,0,-2,-0.2,9,1,-19,-8,-0.7,32
CCc1nnc(NC(=O)Cn2c(=O)oc3ccccc32)s1,2,206,-2,-5,0.2,-18,-2,6,-4,1.6,-5
COc1ccccc1CCNC(=O)C(=O)NCC1OCCN1S(=O)(=O)c1ccc(C)cc1 (configuration not stated),-16,4,-2,-6,-0.2,-11,0,-15,-12,2.1,/
O=C(NCn1cnccc1=O)c1ccccc1,7,5,4,-3,0.7,-11,3,1,9,-0.5,3
Cc1ccc(C)c(NC(=O)COC(=O)CC2c3ccccc3CCN2S(=O)(=O)c2ccc(F)cc2)c1 (configuration not stated),2,-14,-4,-5,-1.0,-1,-2,0,15,-1.7,/
S=C(NCc1ccc(Cl)cc1)NC12CC3CC(CC(C3)C1)C2,-95,65,-3,-3,1.6,0,8,2,-11,0.6,-5
Nc1ccc(-n2nnnc2CN2CCOCC2)cc1,-4,-2,0,15,1.6,-7,5,0,14,-2.7,3
CC(=O)N(C)c1cc([N+](=O)[O-])ccc1OCc1ccccc1,-8,/,-4,-1,0.4,-6,-4,5,-1,-0.5,2
O=S(=O)(c1ccccc1)N(Cc1ccc(Cl)cc1)c1ccncc1,17,-20,3,5,-2.1,1,-9,-3,-6,0.7,0
O=C(COC(=O)c1ccc(Br)o1)NCC(=O)Nc1ccc(F)cc1,-14,-3,-4,-13,1.2,-4,2,7,-16,-0.1,/
Cn1c(=O)c(=O)n(C)c2cc(S(=O)(=O)N3CCN(C4CCCCC4)CC3)ccc21,10,316,2,-4,0.4,-9,7,4,-11,-0.4,/
CC(C)(C)NC(=O)CSc1nnc(-c2ccncc2)n1Cc1ccccc1,23,-8,-1,-5,1.8,-3,2,7,-13,-1.8,2
N#C/C(=C\c1ccc[nH]1)C(=O)NCC1CCCO1 (configuration not stated),1,74,2,-4,-0.4,16,4,-3,-11,-0.3,-4
CCCCn1c(N)c(S(=O)(=O)c2ccc(C)cc2)c2nc3ccccc3nc21,-10,17,-2,-6,2.5,-9,-4,-13,-2,1.2,-2
O=C(CCc1nc2ccccc2c(=O)[nH]1)N1CCCc2ccccc21,25,77,-5,-2,-2.7,5,1,-11,-15,6.5,3
C=CCn1c(NCc2ccc(OC)cc2)nc2ccccc21,-5,0,-5,-16,0.1,8,-7,0,-3,-2.0,0
O=C(Nc1c(Br)cc2c(c1Br)Cc1ccccc1-2)C(F)(F)F,-16,/,-3,-1,-1.6,-19,-7,7,1,-0.7,-2
Cc1ccc(CN2C(=O)c3ccccc3NC2c2cc(Br)ccc2O)cc1 (configuration not stated),-6,36,4,-3,0.4,-10,0,-10,-22,1.6,-5
CCOC(=O)c1ccc(NC(=O)NC2CC3CCC(C2)N3Cc2nnnn2Cc2ccco2)cc1 (configuration not stated),-24,279,-7,-1,-0.3,10,-1,4,-3,1.0,2
CCOC(=O)C1CCN(C(=O)c2cc3ccccc3oc2=O)CC1,2,322,2,-1,-0.3,2,2,-17,-2,1.1,/
COc1cccc(CC(=O)OCC(=O)NCC(=O)Nc2cccc(C)c2C)c1,13,-19,/,0,1.1,/,-1,0,9,/,-2
O=C(COC(=O)C1CC2C=CC1C2)Nc1ccc2c(c1)OC(F)(F)O2 (configuration not stated),-5,15,6,1,0.0,18,-3,-8,2,0.5,-4
CC1(C)Cc2c(sc(NC(=O)/C=C/C(=O)O)c2C#N)CO1,9,-1,-4,8,0.7,7,5,-6,3,-2.2,14
O=C(COC(=O)c1cccc([N+](=O)[O-])c1)NCC1CCCO1 (configuration not stated),-8,-2,0,-15,1.0,5,0,8,-8,2.1,0

Shown with two lines to a compound: part of the list above.
Under each structure: PfHsp90 set2 | Mot1-301 SUMO | Keap1-Nrf2 PPI | RTF Ca sens inh | CDK5 inh | Rtt109 HAT inh | cardiac RTF act | dFosB act | PvdQ acylase | LANA DNA inh | NSD2 HMT inh
> O=C(c1ccccc1)N(C(=O)c1ccccc1)N1CCCC1
  -20 | / | -1 | 1 | -1.4 | -8 | -3 | -2 | 2 | -1.8 | -1
> O=C(CSc1nnc(CNC(=O)c2c(F)cccc2Cl)o1)NCc1ccccc1
  2 | -3 | -4 | -5 | 1.7 | 3 | -1 | -3 | 4 | 0.5 | -6
> Cc1ccc(-c2nnnn2CS(=O)(=O)c2ccccc2)cc1
  6 | 1 | 2 | -20 | -0.6 | 2 | 2 | 0 | 1 | 1.2 | 0
> COc1ccc(-c2nc(CS(=O)CC(=O)NC3CCC(C)CC3)c(C)o2)cc1OC (configuration not stated)
  -15 | 262 | 2 | -6 | -3.2 | 16 | -4 | -8 | 1 | -0.4 | 4
> O=C(Nc1ccc(Cl)cn1)c1cccc(F)c1
  -8 | -2 | 0 | -4 | 1.1 | -7 | -1 | 2 | 8 | 0.6 | -1
> COc1cccc(CCNC(=O)CCCC(=O)c2ccccc2)c1
  -24 | 1 | -3 | -10 | -0.5 | 2 | -1 | -2 | -15 | 0.6 | 0
> O=C(CCCN1C(=O)S/C(=C\C=C\c2ccccc2)C1=O)Nc1ccc(O)cc1
  7 | -10 | 0 | -2 | -0.2 | 9 | 1 | -19 | -8 | -0.7 | 32
> CCc1nnc(NC(=O)Cn2c(=O)oc3ccccc32)s1
  2 | 206 | -2 | -5 | 0.2 | -18 | -2 | 6 | -4 | 1.6 | -5
> COc1ccccc1CCNC(=O)C(=O)NCC1OCCN1S(=O)(=O)c1ccc(C)cc1 (configuration not stated)
  -16 | 4 | -2 | -6 | -0.2 | -11 | 0 | -15 | -12 | 2.1 | /
> O=C(NCn1cnccc1=O)c1ccccc1
  7 | 5 | 4 | -3 | 0.7 | -11 | 3 | 1 | 9 | -0.5 | 3
> Cc1ccc(C)c(NC(=O)COC(=O)CC2c3ccccc3CCN2S(=O)(=O)c2ccc(F)cc2)c1 (configuration not stated)
  2 | -14 | -4 | -5 | -1.0 | -1 | -2 | 0 | 15 | -1.7 | /
> S=C(NCc1ccc(Cl)cc1)NC12CC3CC(CC(C3)C1)C2
  -95 | 65 | -3 | -3 | 1.6 | 0 | 8 | 2 | -11 | 0.6 | -5
> Nc1ccc(-n2nnnc2CN2CCOCC2)cc1
  -4 | -2 | 0 | 15 | 1.6 | -7 | 5 | 0 | 14 | -2.7 | 3
> CC(=O)N(C)c1cc([N+](=O)[O-])ccc1OCc1ccccc1
  -8 | / | -4 | -1 | 0.4 | -6 | -4 | 5 | -1 | -0.5 | 2
> O=S(=O)(c1ccccc1)N(Cc1ccc(Cl)cc1)c1ccncc1
  17 | -20 | 3 | 5 | -2.1 | 1 | -9 | -3 | -6 | 0.7 | 0

Next part.
molecule,PfHsp90 set2,Mot1-301 SUMO,Keap1-Nrf2 PPI,RTF Ca sens inh,CDK5 inh,Rtt109 HAT inh,cardiac RTF act,dFosB act,PvdQ acylase,LANA DNA inh,NSD2 HMT inh
CCN(CC)C(=O)Cn1cc(SCC(=O)NC)c2ccccc21,-1,-1,-2,-1,0.3,5,6,-7,-6,1.3,-1
CCCOc1ccccc1Nc1nnc(C)c(=O)[nH]1,/,-7,-1,-5,-0.1,-2,2,6,-18,0.6,-1
Cc1c(C(=O)N2CCOCC2)[nH]c2ccc(OCc3ccccc3)cc12,27,9,-2,-7,-0.3,-6,1,-15,-7,-1.4,4
CCCCCNC(=O)CN(c1ccc2c(c1)OCO2)S(C)(=O)=O,9,-10,-1,-3,0.7,-4,7,-3,-7,-1.2,6
CN1CCN(c2ncnc3scc(-c4ccccc4Cl)c23)CC1,2,-10,-3,-2,4.1,/,-2,0,-3,1.7,9
Cc1ccc(O)c(-c2cc(C(F)(F)C(F)F)nc(-c3ccccc3)n2)c1,-30,1,-1,5,-0.6,-4,-2,-3,7,-1.1,2
COc1ccc(CCNc2oc(Cc3cccc4ccccc34)nc2C#N)cc1OC,10,/,-3,-1,-0.1,0,6,-8,-16,0.7,1
